ALOX12 inh: inhibitors of human 12S-lipoxygenase ALOX12; P18054; purified 12hLO, xylenol orange hydroperoxide absorbance; Potency, µM (highest dose often 108 µM), for inactives: at the highest dose activity change, negative = inhibition, most hits filed as inhibitors; hit rate 1.1% among 580,000; AID 1671190; active = well fitted inhibition curve with a large enough effect; inconclusive = small, poorly fitted or top-dose-only effect, or another doubt; inactive = no such curve, though single readings can be large or run the other way
Target sequence (P18054 whole entry, looked up): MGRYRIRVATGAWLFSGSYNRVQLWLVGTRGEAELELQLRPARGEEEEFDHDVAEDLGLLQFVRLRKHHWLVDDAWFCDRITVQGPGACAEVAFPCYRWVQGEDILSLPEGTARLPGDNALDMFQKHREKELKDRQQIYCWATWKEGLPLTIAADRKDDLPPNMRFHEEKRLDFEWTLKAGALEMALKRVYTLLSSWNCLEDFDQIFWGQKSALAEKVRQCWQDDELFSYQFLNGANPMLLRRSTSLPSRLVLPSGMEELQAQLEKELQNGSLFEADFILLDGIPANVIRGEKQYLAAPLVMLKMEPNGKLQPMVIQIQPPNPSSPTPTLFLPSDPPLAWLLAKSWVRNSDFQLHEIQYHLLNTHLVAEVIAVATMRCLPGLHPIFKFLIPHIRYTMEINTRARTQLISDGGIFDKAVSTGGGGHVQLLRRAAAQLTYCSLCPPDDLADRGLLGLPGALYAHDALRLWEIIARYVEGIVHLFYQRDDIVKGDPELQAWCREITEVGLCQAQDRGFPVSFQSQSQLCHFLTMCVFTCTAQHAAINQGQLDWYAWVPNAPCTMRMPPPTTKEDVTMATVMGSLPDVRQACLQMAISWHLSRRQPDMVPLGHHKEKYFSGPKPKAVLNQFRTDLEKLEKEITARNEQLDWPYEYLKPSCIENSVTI
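Purified human 12hLO (150 nM final) in 25 mM Hepes, 0.01% Triton X-100, pH 7.0 was preincubated 15 min at room temperature with compound. Then 40 uM arachidonic acid was added, 30 min. Hydroperoxide was read by Fe-XO absorbance ratio 573/405 nm.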
* hit, by the source's call; ? = inconclusive; [ ] = dose if it differs, or a comment. % is scaled to controls: 0 for no effect and ±100 for the full control effect; potency is read from the fitted curve at half-maximal effect. These rows are one share of the data. The share of hits here may be higher or lower than overall.

SMILES,ALOX12 inh
O=S(=O)(c1ccc(Sc2nnnn2C2CC2)nc1)N1CCCCC1,4%
Cc1nc2c(c(-c3ccc(Cl)cc3)n1)CCN([S+](C)(=O)[O-])CC2,25%
C1=C(CCNc2ncncc2-c2nc(-c3ccccc3)no2)CCCC1,35%[activator]
O=C(NC[C@H]1Cn2c(-c3ccc(F)cc3)cnc2CO1)c1cccnc1,-1%[176 µM]
O=c1c2ccccc2cnn1CN1CCN(S(=O)(=O)c2ccc(Cl)c(Cl)c2)CC1,5%
COc1ccc(CN2C(=O)CCC2(C)c2nnnn2-c2c(C)cccc2C)cc1 (configuration not stated),-29%
Cc1ccc2nc3sc(C(=O)N4CCN(c5cccc(C(F)(F)F)c5)CC4)cc3cc2c1,17%
CCCc1c(-c2ccc(F)cc2)ncn1CCc1ccccc1OC,-73%
Cc1cccc(NC(C)C(=O)Nc2sccc2C#N)c1C (configuration not stated),-23%
O=C(c1ccc(C(F)(F)F)cc1)N1CC(Oc2ccc3c(c2)OCO3)C1,1%[6.33 µM]
OCc1cc(CC2(NCc3ccccc3)COC2)no1,8%[176 µM]
COc1ccccc1C(=O)N1CCCC2(CC(c3ccccn3)=NO2)C1 (configuration not stated),3%[6.33 µM]
COC(=O)C1=CN(c2ccc(F)cc2)C(N)=C(C#N)C1c1cccc(OC)c1OC (configuration not stated),?
Cn1cc(-c2[nH]c3cc(NC(=O)[C@H](N)C4CCCCC4)cc4c3c2C=NNC4=O)cn1,-26%[57.4 µM]
CCCS(=O)(=O)N1CCC(Oc2ccc(-c3noc(C(C)C)n3)cc2)C1 (configuration not stated),36%[activator]
O=C(CNC(=O)c1cc(F)cc(F)c1)NCCN1CCc2ccccc2C1,?
CN1C(=O)[C@@](O)(c2cn(C)c3ccccc23)c2ccccc21,0%
Cc1cn2nc(C(=O)NCC(C)c3ccccc3)cc2c(N2CCCC2)n1 (configuration not stated),?
O=C(C[C@H]1C=C[C@@H](NC(=O)Cc2cccnc2)[C@@H](CO)O1)NCc1ccc2c(c1)OCO2,-23%
O=C1NCCCCCCN(C(=O)Nc2ccccc2F)[C@H]2CCCC[C@@H]12,56%
CN1OC[C@@H]2CN(C(=S)Nc3cc(C(F)(F)F)cc(C(F)(F)F)c3)[C@H](c3ccccc3Br)C[C@@H]21,-6%
COC(=O)[C@@H]1Cc2ncn(C(C)C)c2CN1S(=O)(=O)c1cccc(C(F)(F)F)c1,6%[176 µM]
CCN(CC(=O)NC(C)C)Cc1cccc2cccnc12,8%
OC(c1ccccc1)(c1ccccc1)C1CCN(CCCOc2ccc3c(c2)CCCC3)CC1,?
CN(C)C[C@@H]1CN(Cc2ccncc2)C[C@H]1NC(=O)c1ccc2c(c1)OCO2,28%
CCCN1C(=O)CCc2cc(NC(=O)c3ccc4c(c3)OCO4)ccc21,45%[activator]
COc1cc(C(=O)Nc2ccc3oc(=O)ccc3c2)ccc1C,-8%
COc1ccc(C2CC(=O)N3CN(Cc4ccccc4)CSC3=C2C#N)c(OC)c1 (configuration not stated),5.6µM*
CC(NC(=O)c1ccc(CS(C)(=O)=O)cc1)c1ccc(F)cc1 (configuration not stated),?
CC(C)n1nc(OC(C)(C)C(=O)NC2CC2)c2cc(CN3CCOCC3)ccc21,-4%[176 µM]
C=CCCC(CN1CCSCC1)Oc1ncc(CC)cn1 (configuration not stated),1%
O=C(N[C@H](Cc1ccccn1)C1CC(O)C1)c1n[nH]c2c1CCCC2 (some centres not stated),15%
CC1=CCCC(C)(C)C12CCC(C)O2 (configuration not stated),10%[176 µM]
COc1ccc(C(CNC(=O)CN2CCN(C(=O)C3CC3)CC2)c2c[nH]c3ccccc23)cc1 (configuration not stated),11%
Fc1ccc(CN2C[C@@H](F)[C@@H](OCc3nc4ccccc4o3)C2)cc1,56%[activator][176 µM]
CCCCNC(=O)c1noc(-c2ccc(C#N)cc2)n1,24%
Cc1ccc(NC(=O)N2CCC(n3cnnc3C3CC3)C2)c(Cl)c1 (configuration not stated),?
CC1CCN(CCNC(=O)c2n[nH]c(=O)c3ccccc23)CC1,-3%
COc1ccc(CCC(=O)N[C@H]2[C@@H]3CCO[C@@H]3[C@@H]2C2CCCC2)cc1OC,38%
COC(=O)c1ccc(COC(=O)Cc2ccc3c(c2)OCCO3)cc1,17%
COc1ccc(NC(=O)N2CCCC3(CCN(C(=O)c4ccco4)CC3)C2)cc1,1%[57.4 µM]
CCOc1ccc(NC(=O)c2nn(CC(C)C)c(=O)c3ccccc23)cc1S(=O)(=O)N1CCCC1,-100%
C/C(=N\O)c1cc2cc(Br)cc(Br)c2oc1=O,?
O=C1c2c(nc(CNc3cccc(F)c3)n2Cc2ccccc2)NCCN1CCN1CCCCC1,45%[activator]
N#Cc1cccc(-c2nc3cnc(N4CCOCC4)nc3n(Cc3ccc(F)cc3)c2=O)c1,0%

Some values from the results shown:
In ALOX12 inh, N#Cc1cccc(-c2nc3cnc(N4CCOCC4)nc3n(Cc3ccc(F)cc3)c2=O)c1 reads 0%
In ALOX12 inh, COc1ccc(CCC(=O)N[C@H]2[C@@H]3CCO[C@@H]3[C@@H]2C2CCCC2)cc1OC reads 38%
In ALOX12 inh, CC1CCN(CCNC(=O)c2n[nH]c(=O)c3ccccc23)CC1 reads -3%
In ALOX12 inh, CCCCNC(=O)c1noc(-c2ccc(C#N)cc2)n1 reads 24%

Next part:
SMILES,ALOX12 inh
O=C(N[C@H]1CCN2C(=O)N(c3cccc4nsnc34)C(=O)[C@@H]2C1)c1ccc(F)c(Cl)c1,42%[activator]
Cc1[nH]c2ccccc2c1C(=O)C(=O)Nc1ccc(F)c(Cl)c1,-4%
COCCN1CCCCCC(O)c2cc(C(=O)NCCc3ccccn3)ccc21 (configuration not stated),24%
O=C1NC[C@H](CCCCN2C[C@H](Cc3ccccc3)N(CCc3ccc(O)cc3)C(=O)C2=O)N(CCC2CCCCC2)C1=O,?
CCN(CC)CC1CCN(C(=O)/C=C/c2ccc(C#N)cc2)CC1,9%
COCCN1C(=O)c2cccn2CC1CNC(=O)c1ccc(C)nc1 (configuration not stated),38%[activator]
CNC(=O)N1C[C@@H](CN(C)C)[C@H](NC(=O)C2(c3ccc(OC)cc3)CC2)C1,2%
O=C(NCc1cccnc1)C1CN(S(=O)(=O)C2CC2)CC12CCCCC2 (configuration not stated),22%
O=C(c1cccs1)N1CC[C@H]2COC(=O)N2c2cc(F)ccc2C1,50%[activator][176 µM]
Cc1noc([C@@H]2C[C@H](NC(=O)Nc3cccc(F)c3)CN2C)n1,3%[176 µM]
Cc1cc(C(F)F)nn1Cc1nc2c3c4c(sc3ncn2n1)CCCC4,63%[activator]
O=C1CC2CCCC(C1)N2C(=O)c1cccc(Br)c1,-1%[176 µM]
CC(=O)c1c(-c2ccccc2)nc2n(CCN3CCOCC3)c3ccccc3n12,-26%
O=C(Nc1ccc2oc(=O)ccc2c1)c1cc(Cl)ccc1Cl,0%
Cc1ccc(-n2c(C3CCN(C(=O)Cc4ccccc4)CC3)n[nH]c2=O)cc1,?
Cc1ccc(C2Cn3cnc(C(=O)N4CCC(C(=O)NCc5ccc(F)cc5)CC4)c3CO2)cc1 (configuration not stated),18%
O=C(COC(=O)c1cccs1)c1ccc(OCc2ccccc2)cc1,-2%
CN(C)S(=O)(=O)c1cc(NC(=O)COC(=O)c2nn(C)c(=O)c3ccccc23)ccc1Cl,5%
CC(=O)NCCNC(=O)c1cnn(-c2nccc(-c3cc(C)sc3C)n2)c1C,?
CSc1ccc(CNC(=O)c2cc3c(N(C)Cc4ccccc4)nc(C)cn3n2)cc1,33%[activator]
CCC(C)NC(=O)CCN(CC(C)C)C(=O)c1cc(C)oc1C (configuration not stated),41%[activator]
COc1ccc(-c2cc3ccc(OS(C)(=O)=O)cc3oc2=O)cc1,-20%
CC(=O)c1c(C)n(-c2ccc(Cl)cc2)c2ccc(OCC(N)=O)cc12,-2%
CC(=O)N1CCC(C(=O)N[C@H](Cc2ccccn2)C2CC(O)C2)CC1 (some centres not stated),78%[activator]
COCc1nc(-c2ccc(OC3CCN(S(=O)(=O)c4c(C)noc4C)C3)cc2)no1 (configuration not stated),50%[activator]
CN(CC1CCOCC1)C(=O)Cc1cccc(Cl)c1,8%
CSc1ccc(NC(=O)c2sccc2C)cc1,4%
Cc1cc(C(=O)NCC2(COc3cccnc3)C[C@@H](O)[C@@H](O)C2)n(C)n1 (some centres not stated),?
O=C(Cn1nc(C(=O)O)c2ccccc2c1=O)Nc1ccccc1Cc1ccccc1,?
Cc1cc(C)n(-c2nc3c(c(=O)n(CCN4CCOCC4)c(=O)n3C)n2CCC(C)C)n1,?
O=c1[nH]c(N2CCCC2)nc2nccc(-c3ccccc3)c12,13%
O=C(NC1CC1)c1nc(-c2cccc(F)c2)c2cnccn12,26%[176 µM]
C=CC[C@@H]1Cc2c(N)cccc2[C@@H](CC=C)N1,-14%
Cc1cnc(CCNC(=O)c2ccnn2C)n1C1CC1,51%[activator]
CCc1ccccc1NC(=O)c1nc2ccccc2nc1N1CCCCC1,8%
COc1cccc(/C=C2/Sc3ccc(C(=O)NC4CC4)cc3NC2=O)c1,?
COc1ccc(C(=O)N2CCCC(Cn3c(C)nc4cccnc43)C2)c(OC)c1 (configuration not stated),34%
Cc1ccccc1COc1ccccc1C(=O)OCc1ccc(-c2ccccc2)cc1,-5%
COCCn1nc(C(=O)NCC(c2ccccc2)N2CCCC2)ccc1=O (configuration not stated),-49%
CCc1nc2c(c(-c3ccc(OC)cc3)n1)CCN(CC1CCCCC1)CC2,3%[6.33 µM]
COc1cc(C#N)cc(Cl)c1OCc1nnc(-c2ccccc2)o1,12%
Cc1cccc2c(=O)c(-c3ccc4c(c3)OCO4)c(NC(=O)c3ccc(F)cc3)oc12,-5%
O=C(Cc1ccccc1)N1CCOC2(CCN(C(=O)c3ccccc3)CC2)C1,13%[6.33 µM]
COc1cccc(-c2noc(N3CCCC3)n2)c1OC,-6%
CCn1cc(CNC(=O)c2cc(-c3cccc(C)c3)nc3ccccc23)cn1,-23%
CNc1c(NS(=O)(=O)c2c(C)noc2C)c(=O)oc2ccccc12,?
CCCCCCC(=O)Nc1ccc(C)cc1C,40%
CNC(=O)[C@@H](C1CC1)N1CCC[C@H]1C(=O)NCCOC,-10%[176 µM]
Cc1nc(-c2cccc(NC(=O)N[C@H](C)c3onc(-c4ccc(F)cc4)c3C(=O)O)c2)no1,?
CCOC(=O)C1=C(C)N=C2SC=C(CC(=O)Nc3ccc(OC)cc3)N2C1c1cccc(OC)c1 (configuration not stated),24%
NC(=O)C1CCCN(CCC(=O)O)C1 (configuration not stated),?
COc1ccc2c(-c3ccccc3)cc(SCC(=O)N3CCOC(C)C3)nc2c1 (configuration not stated),5%
CC1CSc2ccc(S(=O)(=O)NCCc3ccccc3)cc2NC1=O (configuration not stated),-1%
Cc1ccc(S(=O)(=O)N2CCN(C(=O)Cn3nc4c(cc3=O)CCCC4)CC2)cc1,32%
O=C1CCN(C2CCOCC2)CCCC(c2nc(-c3cccnc3)no2)CCN1 (configuration not stated),16%
CC(C)(C)c1ccc(OCc2nn3c(-c4cccnc4)nnc3s2)cc1,-1%
CNC(=O)c1cc[nH]c1C1CCCN(C(=O)NC(C)(C)C)C1 (configuration not stated),24%
O=C(CCCc1ccccc1)NCC(=O)N1CCCCCCNC(=O)CC1c1ccccc1 (configuration not stated),-2%
O=C1Nc2ccccc2O[C@H]2C[C@@H]1N(C(=O)c1ccccc1)C2,?
O=C(c1cccnc1)N1CCC(c2cc(-c3ccc(F)cc3)n[nH]2)CC1,12%

Among those listed so far, three have bromine:
SMILES,ALOX12 inh
CN1OC[C@@H]2CN(C(=S)Nc3cc(C(F)(F)F)cc(C(F)(F)F)c3)[C@H](c3ccccc3Br)C[C@@H]21,-6%
C/C(=N\O)c1cc2cc(Br)cc(Br)c2oc1=O,?
O=C1CC2CCCC(C1)N2C(=O)c1cccc(Br)c1,-1%[176 µM]

Additional compounds
SMILES,ALOX12 inh
COc1cc(-c2ccc3ncc(-c4cccc(C(F)(F)F)c4)n3n2)cc(OC)c1OC,?
CN(C)CCNC(=O)c1cc2cn(C3CC3)cc2s1,31%
O=[S+]([O-])(c1ccccc1)N1CCCC2(CC(c3cccc(C(F)(F)F)c3)=NO2)C1 (configuration not stated),8%[6.33 µM]
Cc1ccc(-c2ccc(/C=N/Nc3ccc(S(N)(=O)=O)cc3)o2)c([N+](=O)[O-])c1,?
Cc1ccccc1NC(=O)c1cnc2c(c1)N(Cc1ccccc1)CCC2,1%[176 µM]
O=C(c1cc(Cl)ccc1F)N1CCC[C@H]1c1nc(-c2ccccc2)no1,0%
CCOc1cccc2c(C)nc(Nc3nc(CSc4ccc(C)cc4)cc(=O)[nH]3)nc12,-10%
OCc1ccc(CN2C[C@H](O)C[C@H]2c2nc(-c3ccc4c(c3)OCO4)no2)o1,?
CN(C)C(=O)N1CCN(c2cccc(C=O)c2)C(=O)C1,3%[12.5 µM]
CNC[C@H](O)[C@@H](O)[C@H](O)[C@H](O)CO,-12%[22.9 µM]
CCc1cccc(NC(=O)CN(C)Cc2ccc(C(F)(F)F)cc2)c1,-24%

Bioassay records from PubChem.
